# Mtb UGM inh: blocks M. tuberculosis UGM enzyme. purified UGM, fluorescence polarization probe displacement. inhibition, % at 10 µM. 320,000 compounds, 0.06% hits. AID 504406; in the data active = inhibition above about 10%, passing the limit was not always enough; inconclusive = no clear call, values can overlap the other calls
# Target sequence (P9WIQ1 whole entry, looked up): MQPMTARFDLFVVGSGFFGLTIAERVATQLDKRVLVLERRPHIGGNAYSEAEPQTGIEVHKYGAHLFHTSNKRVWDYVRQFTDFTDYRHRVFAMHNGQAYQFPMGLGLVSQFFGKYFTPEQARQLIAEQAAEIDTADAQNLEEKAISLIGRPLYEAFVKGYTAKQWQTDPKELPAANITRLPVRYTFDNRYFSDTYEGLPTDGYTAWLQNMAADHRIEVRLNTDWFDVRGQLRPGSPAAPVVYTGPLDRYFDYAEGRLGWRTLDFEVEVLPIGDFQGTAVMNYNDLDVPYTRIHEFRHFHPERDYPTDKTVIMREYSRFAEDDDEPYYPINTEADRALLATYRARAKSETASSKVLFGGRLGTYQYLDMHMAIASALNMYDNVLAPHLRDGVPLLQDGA
# Rv3671c protease: inhibits the M. tuberculosis serine protease Rv3671c | P9WHR9 | inhibition, % at 5.96 µM | 320,000 compounds, 0.048% hits | AID 2606; in the data active = inhibition above about 38%;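 also: extracellular domain of Rv3671c used as enzyme; 0% = enzyme with DMSO and 100% = no enzyme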
# Target sequence (P9WHR9 whole entry, looked up, the tested form may be a part): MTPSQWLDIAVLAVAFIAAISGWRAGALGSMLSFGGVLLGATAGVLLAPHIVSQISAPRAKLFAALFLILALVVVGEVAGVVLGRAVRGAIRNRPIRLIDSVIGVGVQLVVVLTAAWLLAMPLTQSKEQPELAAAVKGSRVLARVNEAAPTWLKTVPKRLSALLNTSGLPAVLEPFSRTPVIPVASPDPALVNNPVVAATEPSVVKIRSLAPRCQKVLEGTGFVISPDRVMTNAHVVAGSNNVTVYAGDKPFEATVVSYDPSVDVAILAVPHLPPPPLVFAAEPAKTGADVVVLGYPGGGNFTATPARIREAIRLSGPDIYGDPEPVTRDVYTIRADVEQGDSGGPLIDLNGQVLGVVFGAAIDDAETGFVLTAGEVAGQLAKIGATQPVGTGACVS
# The depositor's hits bear a star; ? = inconclusive.
nr	SMILES	Mtb UGM inh	Rv3671c protease
1	COc1ccc(O[C@H]2C=C[C@@H](c3ccccc3)O[C@@H]2CO/N=C(\C)CCN2CCc3nc(-c4ccccc4)c(-c4ccccc4)cc3C2)cc1	-0.9	-8
2	O=C(NCCNC1CCN(Cc2ccccc2)CC1)c1cccs1	1.5	-1
3	COc1cccc(C(=O)Nc2ccc3nc(N4CCN(c5ncccn5)CC4)cc(C)c3c2)c1OC	0.1	-9
4	COC(=O)Sc1nnc(-c2ccc(Br)cc2)o1	4.2	3
5	FC(F)Oc1ccc(/C=N/N2CCCCC2)c(OC(F)F)c1	-0.7	4
6	CCC(=O)N1CCc2cc(Br)cc(S(=O)(=O)Nc3c(C)n(C)n(-c4ccccc4)c3=O)c21	1.0	14
7	O=C(Nc1ccccc1)O[C@@H]1C[C@H]2CCC(=O)N3CC[C@@H](C1)[C@@H]23	-0.9	-2
8	CC(=O)OCC1O[C@@H](O[C@@H]2C[C@H]3C(C)(C)[C@H](OC(C)=O)CC[C@]3(C)[C@H]3CC[C@]45C[C@]4(CC[C@H]5[C@@H](C)C[C@@H](O)[C@H](O)C(C)(C)O)[C@@]32C)[C@H](O)[C@@H](O)[C@@H]1O (stereo partly drawn)	-0.9	-11
9	COc1ccc2c(c1)C=Cc1ccccc1O2	2.5	-7
10	CC(=O)NC[C@H]1CN(c2ccc(N3CCOCC3)c(F)c2)C(=O)O1	0.5	0
11	Cc1ccsc1C(=O)C1CCCN(Cc2cnc(N(C)C)s2)C1 (stereo not drawn)	1.2	-5
12	Cc1ccc(O)c(C(=O)c2cnn(C(=O)COc3ccccc3C#N)c2)c1	-0.5	2
13	CCCCn1c(=O)c(C(=O)Nc2nnc(C(C)C)s2)c(O)c2ccccc21	-1.0	-4
14	O=S(=O)(c1ccc2c(c1)OCCO2)N1CCN(c2nc(-c3cccnc3)nc3ccccc23)CC1	1.6	2
15	Cc1ccc(S(=O)(=O)N2CCN(C3CCC(c4ccccc4)CC3)CC2)cc1 (stereo not drawn)	-3.4	-1
16	CCN(CC)CCOC(=O)c1ccc(NC(=S)NC(=O)/C=C/c2ccco2)cc1	-1.3	7
17	O=C1NC(=O)N(c2ccccc2)C(=O)/C1=C\c1ccc([N+](=O)[O-])o1	3.7	-18
18	COc1ccc(-n2c(=S)[nH]c3sc4c(c3c2=O)CCc2ccccc2-4)cc1	-1.4	5
19	Cc1c(Cl)cccc1Nc1ncccc1C(=O)OCC(O)CO (stereo not drawn)	0.1	-1
20	CCCCNS(=O)(=O)c1ccc2nc(-c3cccnc3)cc(C(=O)NCCCN(CC)CC)c2c1	-1.2	4

# Entries from the list above that have a furan ring, fused or not, in the order listed:
nr	SMILES	Mtb UGM inh	Rv3671c protease
16	CCN(CC)CCOC(=O)c1ccc(NC(=S)NC(=O)/C=C/c2ccco2)cc1	-1.3	7
17	O=C1NC(=O)N(c2ccccc2)C(=O)/C1=C\c1ccc([N+](=O)[O-])o1	3.7	-18

# The list goes on:
nr	SMILES	Mtb UGM inh	Rv3671c protease
21	COc1ccc(OC)c(Nc2nc(N)nc(CSc3nnc(-c4ccncc4)o3)n2)c1	0.2	-2
22	COc1ccc(/C=C(\C#N)C(=O)OCC(=O)NCc2ccc(Cl)cc2)cc1	2.0	-6
23	CCCC[C@@H]1CNC(=O)C(=O)N1CCc1cccc2ccccc12	-2.0	-3
24	CC[N+](C)(CC)CCC[n+]1c(-c2ccccc2)c2cc(N)ccc2c2ccc(N)cc21	0.5	-104
25	COc1cc(/C=N\Nc2ccc([N+](=O)[O-])cn2)ccc1OCC(=O)O	0.3	0
26	Cc1ccc(S(=O)(=O)n2c3ccc(F)cc3c3nc(C)sc32)cc1	1.0	-18
27	C=CCn1c(SCC(=O)OC)nc2sc3c(c2c1=O)CCN(C)C3	-2.6	8
28	O=C(NC(=S)Nc1cc(S(=O)(=O)N2CCOCC2)ccc1N1CCOCC1)C1CCCC1	-0.7	7
29	CC1CCc2sc(C(=O)N=Nc3c(O)[nH]c4ccccc34)cc2C1 (stereo not drawn)	-0.2	-4
30	Cc1ccc(S(=O)(=O)N(C)S(=O)(=O)c2ccc(C#N)cc2)cc1	-0.1	-2
31	c1ccc(CSc2nnc3c4ccccc4c4ccccc4c3n2)cc1	1.1	3
32	COc1cc2nc(N(C)CCCNC(=O)C3CCCO3)nc(N)c2cc1OC (stereo not drawn)	-1.4	4
33	O=C(NC1CCCCC1)c1ccc(S(=O)(=O)c2ccccc2Cl)c([N+](=O)[O-])c1	-1.3	-6
34	CO[C@H]1C=CO[C@@]2(C)Oc3c(C)c(O)c4c(O)c(c5c(c4c3C2=O)NC2(CCN(CC(C)C)CC2)N=5)=NC(=O)C(C)=CC=C[C@H](C)[C@H](O)[C@@H](C)[C@@H](O)[C@@H](C)[C@H](OC(C)=O)[C@@H]1C	-5.0	4
35	CCc1cccc(NC(=O)CSc2nc3c(c(=O)[nH]2)CCCC3)c1	-1.1	-8
36	O=C(NC(=S)Nc1ccc2c(c1)C(=O)c1ccccc1C2=O)c1ccc(F)cc1	3.5	3
37	N#CC1=C(N)SC(N)=C(C#N)C1c1ccc(C(F)(F)F)cc1	-0.3	15
38	CC1(O)C(=O)C=C2C=C(c3ccsc3)OC=C2C1=O (stereo not drawn)	-1.7	0
39	Cc1cc(C)c(C)c(S(=O)(=O)NCc2ccco2)c1C	-0.1	8
40	CCOC(=O)CSc1nc2ccc(N3CCOCC3)cc2c(=O)n1Cc1ccc2c(c1)OCO2	1.2	-1
41	CCS(=O)(=O)C1=NN2C(=N)/C(=C\c3ccc(OC(=O)c4ccco4)c(Br)c3)C(=O)N=C2S1	-6.4	-5
42	CC(C)(C)c1ccc(/C=N/NC(=S)Nc2cccnc2)cc1	0.6	-4
43	CCCCCCNC(=O)N[C@H](C(=O)NCCC[C@H]1CN2C(=NC[C@H]2C)N1CCC(c1ccccc1)c1ccccc1)C(C)O (stereo partly drawn)	-2.3	-8
44	Cc1c(C(=O)NN2CCCCC2)nn(-c2ccc(Cl)cc2Cl)c1-c1ccc(I)cc1	2.5	-12
45	COc1ccc(-c2cnnc(N/N=C/C(C)=C/c3ccccc3)n2)cc1	-0.5	6
46	CCOC(=O)c1[nH]c2ccc(F)cc2c1NC(=O)CN1CCc2cc(OC)c(OC)cc2C1	-0.7	-17
47	CN(C)c1ccc(CNc2nc3ccccc3s2)cc1	0.0	10
48	C#CCOCCOCCOCCNc1nc(N2CCN(C(=O)[C@H](Cc3ccc(O)cc3)n3cc([C@@H](N)C(C)CC)nn3)CC2)nc(N2CCN(C(=O)[C@H](CCCCN)n3cc([C@@H](N)CC(C)C)nn3)CC2)n1 (stereo partly drawn)	2.7	-3
49	O=C1Nc2ccccc2N2CCCC12 (stereo not drawn)	-2.0	-53
50	CCOC(=O)c1cc(OC(=O)c2cccnc2)n(-c2ccccc2)n1	-5.0	2
51	CCCN1CCC(NC23CC4CC(CC(C4)C2)C3)CC1	-0.7	1
52	CCCC(=O)NC(Nc1ccccc1F)C(Cl)(Cl)Cl (stereo not drawn)	-4.7	0
53	Nc1[nH]n2c(=O)cc(-c3ccccc3)nc2c1N=Nc1ccc2c(c1)OCO2	-1.0	7
54	O=C(O)c1cc(-c2ccc(O)cc2)nc2ccccc12	2.0	-3
55	Cc1ccc(S(=O)(=O)N2CCSC2=Nc2ccccc2)cc1	-0.2	2
56	CC(=O)OC[C@]12CC[C@H]3[C@@](C)(CC[C@H]4C(C)(C)CCC[C@]34C)[C@@H]1C[C@@H](C1=CC(=O)O[C@@H]1OC(C)=O)O2	3.6	-1
57	COc1cc(C)c(Cc2cnc(N)nc2N)cc1OC	-0.3	6
58	CC1(OC(=O)c2ccc(Cl)nc2)C(=O)C=C2C=C(c3ccc(C#N)cc3)OC=C2C1=O (stereo not drawn)	0.9	12
59	N=C1C(c2nc3ccccc3[nH]2)=C(O)CN1NC(=O)COc1cccc(F)c1	1.1	6
60	c1ccc(COc2ccc(-c3sc(Nc4ccccc4)n[n+]3-c3ccccc3)cc2)cc1	-3.5	-40
61	CC(C)(C)C1CC=C2C(C#N)=C(N)C(C#N)(C#N)C(c3cccs3)C2C1 (stereo not drawn)	-0.6	-2
62	O=C(Nc1ccc(F)cc1)C1=CC(=O)N2CCN=C2S1	2.9	-10
63	CN(C)S(=O)(=O)c1cc(NC(=O)c2cc(=O)[nH]c3ccccc23)ccc1Cl	1.7	7
64	COc1cc2c(C(=O)Nc3ccc4c(c3)OCO4)cn(CC(C)C)c(=O)c2cc1OC	0.0	-15
65	NC(=O)CC[C@@H]1NC(=O)[C@H](CO)NC(=O)c2cc([N+](=O)[O-])cc(I)c2NCC[C@@H](C(N)=O)NC(=O)[C@H](Cc2ccc(O)cc2)NC1=O	1.3	-11
66	COCCNc1nc(-c2cc(C(=O)Nc3ccccc3)on2)cc(C(C)C)n1	-1.2	-11
67	COC(=O)c1ccc(CSCc2ccc(C#N)cc2)cc1	-0.7	10
68	COc1ccccc1Nc1nc(-c2sc(NC(=O)c3ccc([N+](=O)[O-])cc3)nc2C)cs1	-1.8	12
69	Clc1ccc(Cn2c(CN3CCCC3)nc3ccccc32)cc1	0.6	4
70	CCC1SC2=NCN(c3ccccc3)CN2C1=O (stereo not drawn)	-0.4	5
71	COc1ccc(N2CCN(C(=O)c3ccc4c(c3)NC(=O)C(CSCc3ccc(C)cc3)N4)CC2)cc1 (stereo not drawn)	-0.1	-9
72	OCc1cccnc1	-0.9	5
73	Cc1ccc(-c2ccc3c(c2)S(=O)(=O)c2ccccc2C3=O)cc1	-0.5	9
74	O=c1ccc2ccc(Oc3ccc([N+](=O)[O-])cc3[N+](=O)[O-])cc2o1	-3.5	-4
75	O=C(O)CCC1c2cc3c4cc2OC2Oc5cc6c(cc51)C(CCC(=O)O)c1cc5c7cc1OC(O6)c1cc6cc(c1)Oc1cc(cc(C(=O)O)c1)Oc1cc8cc(c1)C(Oc1cc(c(cc1C5CCC(=O)O)C3CCC(=O)O)OC(O4)c1cc(cc(c1)Oc1cc(cc(C(=O)O)c1)O8)Oc1cc(cc(C(=O)O)c1)Oc1cc(cc2c1)Oc1cc(cc(C(=O)O)c1)O6)O7 (stereo not drawn)	2.5	-282
76	C/C(=C1/C(=O)N(c2ccc([N+](=O)[O-])cc2)N=C1c1ccccc1)N(C)C	-0.5	-6
77	C#CCOCCOCCOCCNc1nc(N2CCN(C(=O)C(Cc3ccc(O)cc3)n3cc(C(N)CC(C)C)nn3)CC2)nc(N2CCN(C(=O)C(Cc3cc4ccccc4[nH]3)n3cc(C(N)Cc4ccc(O)cc4)nn3)CC2)n1 (stereo not drawn)	-2.5	11
78	Cc1ccc(NC(=O)Cc2ccccc2)c(C)c1	1.8	3
79	CC1(C)N=C(N)N=C(N)N1c1ccc(C(=O)O)cc1	-1.2	-4
80	CCN(CC)CCNC(=O)C(=O)NCC1OCCN1C(=O)c1ccc2c(c1)OCO2 (stereo not drawn)	1.7	0

# The results go on:
nr	SMILES	Mtb UGM inh	Rv3671c protease
81	CC(C)=CCC/C(C)=C/CCC(C)NCCN1CCNCC1 (stereo not drawn)	0.5	5
82	COC(=O)c1ccc(C2c3c(oc4cc(C)c(C)cc4c3=O)C(=O)N2CCCN(C)C)cc1 (stereo not drawn)	-1.5	0
83	NC[C@@H]1O[C@H](O[C@H]2[C@@H](O)[C@H](O[C@@H]3[C@@H](O)[C@H](N)C[C@H](N)[C@H]3O[C@H]3O[C@H](CO)[C@@H](O)[C@H](O)[C@H]3N)O[C@@H]2CO)[C@H](N)[C@@H](O)[C@@H]1O	-0.2	-1
84	COc1ccc(/C=N/n2cnc3c([nH]c4ccccc43)c2=O)cc1COc1ccccn1	0.2	-11
85	O=C(NC1CCCCC1)c1ccc(Cl)c(NC(=O)c2ccccc2F)c1	0.6	7
86	COC(=O)CCCC1=CC2=CC(=O)C(C)(OC(=O)c3cccs3)C(=O)C2=CO1 (stereo not drawn)	1.1	-6
87	O=C(OCn1ncc(Br)c(Br)c1=O)c1c(F)cccc1F	-2.0	-8
88	CN(C)c1ccc(CNCCC2CCOC(C)(C)C2)cc1 (stereo not drawn)	1.6	0
89	O=C(NCCN1C(=O)S/C(=C\c2cccs2)C1=O)c1ccc(=O)[nH]c1	5.5	2
90	COc1cc(/C=C2/C(=N)N3C(=NC2=O)SN=C3S(C)(=O)=O)ccc1OS(=O)(=O)c1ccccc1	1.5	2
91	Cc1ccc(C(=O)CCC(=O)O)cc1	0.7	-6
92	CCC(=O)N1C(=O)C2(Nc3ccccc3N2)c2ccccc21	1.4	9
93	NC(CC(=O)O)C1CCCCC1 (stereo not drawn)	1.6	3
94	Cc1cccc(C)c1NC(=O)C(C)N (stereo not drawn)	-2.5	-6
95	CCCCNc1ccc(S(N)(=O)=O)cc1[N+](=O)[O-]	-0.4	-11
96	C/C(N)=C(/C#N)C(=O)COC(=O)c1cc(-c2ccccc2)nc2ccc(Br)cc12	0.3	8
97	CC1(C)CC(=O)C2=C(C1)OC1=C(C(=O)CC(C)(C)C1)C2(C)C	-1.8	-6
98	O=C(CN1C(=O)/C(=C/c2c(F)cccc2Cl)Oc2ccccc21)NCc1ccco1	2.2	-10
99	N=c1oc2cc(O)ccc2cc1C(=O)Nc1ccccn1	4.2	4
100	N#CC(C#N)=Cc1ccc(-c2ccccc2)o1	?	0
101	CC(C)(C)c1cc(O)c(C(C)(C)C)cc1O	-2.3	-4
102	COc1ccc2c(c1)O[C@H](c1ccc3c(c1)OCO3)[C@@H](OC(=O)N[C@H](C)C1CCCCC1)C2=O	-0.8	-6
103	Cn1c(=O)[nH]c(=O)c2c1nc(N1CCCCCC1)n2CCCSc1nnnn1-c1ccccc1	-1.4	0

# One compound at a time (already shown). Order of screens: Mtb UGM inh, Rv3671c protease
# NC[C@@H]1O[C@H](O[C@H]2[C@@H](O)[C@H](O[C@@H]3[C@@H](O)[C@H](N)C[C@H](N)[C@H]3O[C@H]3O[C@H](CO)[C@@H](O)[C@H](O)[C@H]3N)O[C@@H]2CO)[C@H](N)[C@@H](O)[C@@H]1O across the screens: -0.2, -1
# Cc1ccc(C(=O)CCC(=O)O)cc1 across the screens: 0.7, -6
# CCC(=O)N1C(=O)C2(Nc3ccccc3N2)c2ccccc21 across the screens: 1.4, 9
# COC(=O)CCCC1=CC2=CC(=O)C(C)(OC(=O)c3cccs3)C(=O)C2=CO1 (stereo not drawn) across the screens: 1.1, -6

# Only part of the results is shown, so the mix of outcomes need not match the whole.
